Screening results as filed in PubChem BioAssay.
TbPYK inhibitor = T. brucei pyruvate kinase inhibition; Q57TT1; TbPYK enzyme, Kinase-Glo Plus ATP luminescence, 45 min; Potency, µM (doses to about 76.8 µM), for the others: at the highest dose activity, negative = inhibition, usual class: inhibitors; 410,000 tested, 0.12% active; AID 624173; further: potency means the concentration at half of the fitted maximal effect; nearly all actives have a fitted effect of over 50% in size
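Enzyme and substrate buffer are dispensed first and compound is pin-transferred. ADP at 130 uM final then starts the reaction, which runs 45 min at room temperature. Detection reagent is added for 10 min before luminescence is imaged.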
HCV inhibitor = HCV inhibition. Huh7.5.1 HCVcc-Cre infection, luciferase reporter, 44 h. Potency, µM (doses to about 41.8 µM), without a hit: top-dose activity change, negative = inhibition, most hits filed as inhibitors. 340,000 tested, 3.4% active; further: potency means the concentration at half of the fitted maximal effect
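Cells (1,000/well) were plated 4 h before compound, then infected with HCVcc-Cre virus (~0.5 moi). After 44 h further culture, infection was read as luciferase luminescence following a 15 min substrate incubation at room temperature.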
LmPK inhibitor = inhibitors of Leishmania mexicana pyruvate kinase; Q27686; purified LmPK, Kinase-Glo ATP luminescence, 1 h; Potency, µM (highest dose often 57.5 µM), inactives show top-dose activity change, negative = inhibition, hits mostly inhibitors; 290,000 tested, 0.37% active; further: potency means the concentration at half of the fitted maximal effect
Target sequence (Q27686 whole entry, looked up): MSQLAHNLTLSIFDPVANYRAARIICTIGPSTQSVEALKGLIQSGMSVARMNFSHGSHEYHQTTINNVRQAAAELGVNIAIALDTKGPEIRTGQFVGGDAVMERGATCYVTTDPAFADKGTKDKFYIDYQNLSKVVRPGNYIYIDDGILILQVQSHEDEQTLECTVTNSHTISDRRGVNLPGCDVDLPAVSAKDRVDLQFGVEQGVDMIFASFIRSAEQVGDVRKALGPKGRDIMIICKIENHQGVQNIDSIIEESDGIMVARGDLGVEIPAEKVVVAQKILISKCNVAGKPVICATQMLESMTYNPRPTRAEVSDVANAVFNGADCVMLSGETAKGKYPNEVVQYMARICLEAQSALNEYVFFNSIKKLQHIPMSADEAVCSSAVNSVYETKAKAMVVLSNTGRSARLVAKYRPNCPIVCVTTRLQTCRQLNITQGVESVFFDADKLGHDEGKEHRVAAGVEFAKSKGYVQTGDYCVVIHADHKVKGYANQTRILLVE
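Kinase-Glo luminescence read after 1 h RT reaction of 0.1 nM LmPK with 0.5 mM PEP and 0.1 mM ADP. Activity scaled between uninhibited and enzyme-free controls.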
AMA1-RON2 inh = disrupts binding of P. falciparum AMA1 to RON2. AID 720542. AlphaScreen AMA1-biotinylated RON2 peptide binding. 360,000 tested, 0.2% active. Potency, µM (series often up to 58.2 µM), inactives show at the highest dose activity change, negative = inhibition, hits mostly inhibitors;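 further: potency means the concentration at half of the fitted maximal effect; 0% = vehicle wells and -100% = peptide control; nearly all actives have a fitted effect of over 45% in size; some results filed as inactive show a strong effect at the top dose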
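AMA1 (3D7) with his tag at 25 nM final met compounds first, then biotinylated RON2 peptide at 25 nM; detection used donor plus acceptor beads, 10 µg/mL apiece, read by AlphaScreen after 30 min at room temperature.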
HCMV inh = human cytomegalovirus inhibition | HFF cells, HCMV-luciferase reporter, 72 h; stronger effect = lower value | activity change, negative = inhibition, % at 57.5 µM | 410,000 tested, 4.5% active | AID 1259415; in the data active means activity change below about -60%; inconclusive means no clear call, values can overlap the other calls; inactive means above about -39%
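Cell-based, HFFs, 1000 cells/well, 16 h 37C; cpds in DMSO + HCMV-luc, MOI 1 PFU/cell; 72 h 37C; OneGlo luminescence after 5 min RT; norm. to buffer vs Salinomycin 10uM.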
AmpC no deterg = inhibitors of E. coli AmpC beta-lactamase without detergent. P00811. AmpC nitrocefin hydrolysis, absorbance 480 nm, 0.0001% Triton. Potency, µM (top dose mostly 57.1 µM), inactives show top-dose activity change, negative = inhibition, actives largely listed as inhibitors. 330,000 tested, 0.52% active;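 further: potency means the concentration at half of the fitted maximal effect; plate controls were no compound for no effect and no enzyme for full effect; nearly all actives have a fitted effect of over 20% in size; some results filed as inactive show a strong effect at the top dose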
Target sequence (P00811 whole entry, looked up): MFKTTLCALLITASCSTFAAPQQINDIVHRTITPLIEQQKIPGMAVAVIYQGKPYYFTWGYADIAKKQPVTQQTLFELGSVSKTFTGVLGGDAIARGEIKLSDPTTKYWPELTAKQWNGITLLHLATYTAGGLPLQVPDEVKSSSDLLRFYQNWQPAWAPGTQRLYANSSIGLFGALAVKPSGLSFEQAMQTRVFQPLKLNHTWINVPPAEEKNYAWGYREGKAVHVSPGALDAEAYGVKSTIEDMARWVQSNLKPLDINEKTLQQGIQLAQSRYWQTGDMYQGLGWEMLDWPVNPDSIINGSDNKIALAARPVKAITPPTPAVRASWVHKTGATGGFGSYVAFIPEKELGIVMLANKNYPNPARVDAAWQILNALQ
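AmpC (5.3 nM in the dispensed reagent) in 20 mM phosphate pH 7.0 with 0.01% (detergent screen) or 0.0001% Triton X-100 was preincubated with compounds for 15 min at room temperature. Nitrocefin was then added from an 800 uM solution, and hydrolysis was followed at 480 nm.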
AmpC detergent = AmpC beta-lactamase inhibition with detergent present; 370,000 tested, 0.041% active; P00811; Potency, µM (series often up to 114 µM), without a hit: at the top dose activity change, negative = inhibition, usual class: inhibitors; AmpC hydrolysis of nitrocefin, absorbance 480 nm, 0.01% Triton; AID 485294;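 further: potency means the concentration at half of the fitted maximal effect; 0% = no-compound wells and -100% = no-enzyme wells; nearly all actives have a fitted effect of over 25% in size; some results filed as inactive show a strong effect at the top dose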
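AmpC (5.3 nM in the dispensed reagent) in 20 mM phosphate pH 7.0 with 0.01% (detergent screen) or 0.0001% Triton X-100 was preincubated with compounds for 15 min at room temperature. Nitrocefin was then added from an 800 uM solution, and hydrolysis was followed at 480 nm.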
The depositor's hits bear a star; u = inconclusive; x = not tested or not shown; [ ] = another dose, or the depositor's remark. Unless noted, the call rests on the fitted dose curve; in most records, active means well fitted curve in the direction sought with a large enough effect; inconclusive means small, poorly fitted or top-dose-only effect, or another doubt; inactive means no such curve, though single readings can be large; an effect the other way counts as inactive or inconclusive. Unless noted, on the % scale 0 is the no-effect control and ±100 the full control effect.

SMILES | TbPYK inhibitor | HCV inhibitor | LmPK inhibitor | AMA1-RON2 inh | HCMV inh | AmpC no deterg | AmpC detergent
CCOC(=O)N1CCN(C(=O)c2ccc(Cl)nc2)CC1 | -6% | 2% | 3% | -5% | -23 | -4% | 0%
CCCCCCCCNc1ncnc2ccccc12 | 1% | 0.79µM* | 4% | 49%[activator] | x | -17% | -5%
CCCOc1ccc(C2c3c(-c4ccccc4O)n[nH]c3C(=O)N2Cc2cccnc2)cc1 (stereo not drawn) | -2% | x | x | x | 9 | x | -9%
Nc1cc(N)cc(-c2nc3ccccc3[nH]2)c1 | 10% | -23% | -1% | -29% | 50 | -4% | -1%
COc1ccc(S(=O)(=O)N2CCOCC2)cc1NC(=O)CC1CC2CCC1C2 (stereo not drawn) | -3% | 3% | x | 7% | -14 | -21% | 3%
CCOc1ccc(N=C2NC(=O)/C(=C/C(=O)OC)S2)cc1 | -11% | 5% | -1% | 27% | u | 1% | u
CCCCc1ccc(NC(=O)CSc2nnc(C)c(=O)n2N)cc1 | -5% | -7% | 9% | 25% | -8 | 83%[activator] | -1%
O=C(O)c1cc2c(=O)c3ccccc3oc2nc1C(F)(F)F | -2% | 7% | 1% | -2% | 103 | -18% | -2%
Cc1ccc(S(=O)(=O)N(C)c2cc(S(=O)(=O)Nc3ccncc3)c(C)cc2C)cc1 | 17% | 3% | -2% | 0% | -32 | 0% | 1%
COc1ccc(NC(=O)CSc2nc(-c3ccco3)nc3cc(=O)[nH]n23)cc1 | 0% | x | x | x | -1 | x | 3%
Fc1ccc(-n2cc(-c3ccccc3)[n+]3c2SCC3)cc1 | 3% | -11% | 4% | -1% | u | -12% | 3%
OC[C@@H]1CN(Cc2ccncc2)C[C@H](n2cnc3c(NCc4ccncc4)ncnc32)O1 | -10% | x | x | 34%[activator] | u | x | x
Cc1c(C(=O)NCc2ccco2)oc2ccc(S(=O)(=O)N3CCC4(CC3)OCCO4)cc12 | -1% | -18% | 2% | 2% | 61 | 55% | -11%
CCOC(=O)C(=Cc1ccccc1)C(=O)c1ccccc1 | -17% | x | x | 11% | 83 | x | x
Cc1noc(C)c1C(=O)Nc1ccccc1C(=O)NCCc1ccccc1 | 0% | u | 0% | -10% | -7 | -19% | -14%
CCOC(=O)N1CCN(C(=O)Cc2cccc3ccccc23)CC1 | 3% | 0% | -3% | -4% | -20 | 16% | u
C=C1C(=O)CC2=C1[C@](Cc1ccc(F)cc1)(C(=O)OC)N(C(=O)c1ccccc1)C2 | -1% | x | x | 0% | -9 | x | x
CSCCC(NS(=O)(=O)c1cccs1)C(=O)NCc1ccccc1 (stereo not drawn) | -1% | 17% | 6% | -6% | 15 | -16% | -6%
CCCCn1c(N)c(N(CCOC)C(=O)COC(=O)CSc2cc(C)c3ccccc3n2)c(=O)[nH]c1=O | -2% | u | x | 3% | -6 | 157%[activator] | u
C[C@@H](C(=O)N[C@@H](Cc1ccccc1)C(=O)O)n1nnc2ccccc2c1=O | -14% | -1% | 1% | 8% | 0 | -9% | 0%
O=C(c1ccc(N2CCN(C3CC(=O)N(Cc4cccs4)C3=O)CC2)cc1)c1cccnc1 (stereo not drawn) | 1% | 13µM* | 1% | 0% | -39 | 123%[activator] | 6%
O=C(CSc1nc2nn(-c3ccccc3)c(=O)c-2c2n1CCCCC2)Nc1ccc(OC(F)F)cc1 | 2% | u | x | -7% | -34 | 1% | x
COCCCNC(=O)C[C@@H]1C[C@@]2(C(=O)OC)CCCCC=C2N(Cc2ccc(Cl)cc2Cl)C1=O | 1% | x | x | -1% | 5 | x | x
O=C(CSC1CC(=O)N(CCc2ccccc2)C1=O)Nc1ccc(Br)cc1 (stereo not drawn) | -6% | 11% | 8% | 11% | 32 | 2% | u
O=C(NCC(c1cccs1)N1CCOCC1)c1cc([N+](=O)[O-])cc([N+](=O)[O-])c1 (stereo not drawn) | 2% | -6% | -1% | 0% | -28 | -6% | u
Cc1cc(C)n2nc(Sc3ncccc3[N+](=O)[O-])nc2n1 | 6% | 6% | -3% | -4% | 24 | -13% | 1%
CCC(C)(C)C1CCc2[nH]nc(C(=O)O)c2C1 (stereo not drawn) | -1% | 22% | x | 59%[activator] | -5 | -47% | -2%
COC(=O)c1cn(S(=O)(=O)c2ccccc2)c2ccccc12 | -8% | -19% | 4% | -5% | -25 | -6% | -1%
CC(NC(=O)c1ccccc1NC(=O)c1nsc2ccccc12)c1ccccc1 (stereo not drawn) | 4% | x | x | x | 21 | x | -2%
O=C(Nc1ccccc1)c1n[nH]c(Cn2cncn2)n1 | -8% | 10% | -11% | 15% | -5 | -20% | -3%

Retrieved by structure from above (three):
SMILES | TbPYK inhibitor | HCV inhibitor | LmPK inhibitor | AMA1-RON2 inh | HCMV inh | AmpC no deterg | AmpC detergent
O=C(CSc1nc2nn(-c3ccccc3)c(=O)c-2c2n1CCCCC2)Nc1ccc(OC(F)F)cc1 | 2% | u | x | -7% | -34 | 1% | x
Cc1cc(C)n2nc(Sc3ncccc3[N+](=O)[O-])nc2n1 | 6% | 6% | -3% | -4% | 24 | -13% | 1%
O=C(NCC(c1cccs1)N1CCOCC1)c1cc([N+](=O)[O-])cc([N+](=O)[O-])c1 (stereo not drawn) | 2% | -6% | -1% | 0% | -28 | -6% | u

Whole records, quoted from the list. Order of screens: TbPYK inhibitor | HCV inhibitor | LmPK inhibitor | AMA1-RON2 inh | HCMV inh | AmpC no deterg | AmpC detergent
Cc1cc(C)n2nc(Sc3ncccc3[N+](=O)[O-])nc2n1 reads 6% | 6% | -3% | -4% | 24 | -13% | 1%
CC(NC(=O)c1ccccc1NC(=O)c1nsc2ccccc12)c1ccccc1 (stereo not drawn) reads 4% | x | x | x | 21 | x | -2%
CCCCn1c(N)c(N(CCOC)C(=O)COC(=O)CSc2cc(C)c3ccccc3n2)c(=O)[nH]c1=O reads -2% | u | x | 3% | -6 | 157%[activator] | u

Other entries.
SMILES | TbPYK inhibitor | HCV inhibitor | LmPK inhibitor | AMA1-RON2 inh | HCMV inh | AmpC no deterg | AmpC detergent
O=[N+]([O-])c1ccc(CSc2nc3ccccc3[nH]2)cc1 | -4% | u | -17% | -5% | u | -32% | -5%
COc1cccc(OC)c1C(=O)Nc1ccccc1C(=O)N1CCCC1 | -6% | 17% | 0% | -3% | -7 | 10% | -7%
Cc1ccc(-c2nnc(Nc3cccc(Cl)c3)c3ccccc23)cc1S(=O)(=O)N1CCCCC1 | -4% | x | x | x | -27 | x | -1%
O=C(CSc1nnc(COc2ccc(Cl)cc2)o1)NC1CCCCC1 | 1% | -1%[8.37 µM] | x | 1% | -14 | -13% | u
CC(C)c1nn2c(=O)cc(COC(=O)c3ccccc3NC(=O)c3cccc(Cl)c3)nc2s1 | 1% | x | x | x | -30 | x | 9%
O=C(NCc1ccco1)c1cc(S(=O)(=O)N2CCCCC2)ccc1Cl | 0% | -20% | x | -10% | 38 | -9% | -27%
Fc1ccc(CNC(=S)Nc2ccc(Cl)cc2Cl)cc1 | -13% | 10% | 6% | 15% | u | -32% | -3%
Cn1nc(C(F)(F)F)c(-c2ccc(Br)cc2)c1NC(=O)c1cccnc1 | -10% | -18% | 3% | -2% | -14 | 96%[activator] | 3%
COc1ccccc1N=C1SC(C(=O)Nc2ccccc2OC)CC(=O)N1C (stereo not drawn) | -3% | x | x | x | -17 | x | -3%
O=C1NC(Nc2nccs2)(C(F)(F)F)C(=O)N1CCc1ccccc1 (stereo not drawn) | -4% | 12% | 8% | -13% | 0 | -26% | -9%
O=C(CCNC(=O)c1ccccc1Cl)Nc1cc(C(F)(F)F)ccc1N1CCCC1 | -7% | u | -8% | -6% | u | 41% | 0%
Cc1ccccc1-c1cnc(C(O)c2c(C)cccc2C)[nH]1 (stereo not drawn) | 2% | x | x | -13% | 26 | x | x
Cc1cccc2cc(CN(CCCO)C(=O)Nc3ccccc3Cl)c(=O)[nH]c12 | -9% | -8% | 4% | 1% | 28 | 8% | u
CCOc1ccc(S(=O)(=O)N2CCN(C(=O)C3CCC3)CC2)cc1 | -3% | -7% | x | 25% | -16 | u | u
COc1ccc(S(=O)(=O)N2Cc3ccccc3CC2C(=O)Nc2nccs2)cc1 (stereo not drawn) | 3% | -12% | 1% | 28% | 116 | -43% | 1%
O=c1c2ccccc2sn1-c1cc(S(=O)(=O)N2CCOCC2)ccc1N1CCCC1 | u | -22% | 8.9µM* | 47%[activator] | -22 | 110%[activator] | 8%
COc1ccc(C2(CNC(=O)c3ccc(C)cc3)CCOCC2)cc1 | 1% | 0% | 6% | -1% | 17 | 7% | -6%
Cc1cc(N2CCCC2)ccc1/C=C1/C(=O)N(C)C(=S)N1C | -11% | u | -11% | u | -39 | -11% | 2%
COC(=O)CCC(=O)OC1(C)C(=O)C2=CN(c3ccccc3)C(c3ccc(OC)cc3)=CC2=C(Br)C1=O (stereo not drawn) | -8% | -9% | 0%[11.5 µM] | -26% | 2 | x | x
COc1ccc(/C=C(\C#N)C(=O)Nc2cccnc2)cc1 | 2% | 19% | 3% | -9% | -22 | -17% | u
Cc1cc(C)cc(-n2ccn(CC(=O)Nc3ccccc3F)c(=O)c2=O)c1 | 0% | x | x | x | -30 | x | 7%
Cc1cc(=O)n2nc(N3CCCC(C(=O)NC4CCC(C)CC4)C3)sc2n1 (stereo not drawn) | 2% | -1% | 1% | 19% | -61* | 1% | -3%
Clc1ccc2noc(-c3ccccc3)c2c1 | 8% | 31%[activator] | 10% | 4% | 14 | -7% | -3%
CC(C)COC(=O)c1cccc2c1-c1ccccc1/C2=N\O | 4% | 7% | -5% | 12% | -31 | -25% | -9%
CN(C)C(=O)c1snnc1-c1ccccc1 | -9% | 7% | 12% | 0% | 2 | 6% | -1%
c1cc2c(cc1[C@H]1OC[C@H]3[C@@H]1CO[C@@H]3c1ccc3c(c1)OCO3)OCO2 | 1% | u | -4% | -3% | -21 | -22% | 0%
COc1ccc(-n2c(C)nc3cc(C(=O)N4CCOCC4)ccc32)cc1 | 2% | 10% | 0% | -1% | -19 | 2% | 9%
O=C(CSc1c[nH]c2ccccc12)N1CCCc2ccccc21 | -24% | -30% | 1% | 0% | 1 | 18µM* | u
Cc1ccc(S(=O)(=O)N(C)C)cc1NC(=S)NCc1ccco1 | 10% | -11% | 6% | -1% | -36 | -53% | u
COc1cc(/C=C2\COC/C(=C\c3cc(OC)c(OC)c(OC)c3)C2=O)cc(OC)c1OC | -5% | 1µM* | 5% | -19% | -98* | 102%[activator] | -10%
CCN(CC(=O)NC)S(=O)(=O)c1ccc(Br)cc1 | 0% | 11% | -5% | 1% | 13 | -11% | 0%
CS(=O)(=O)N1CCN(C(=O)c2cc3ccccc3oc2=O)CC1 | -3% | 4% | -9% | -4% | 17 | 2% | 6%
